NPR2 activator: human GC-B receptor activators, primary screen, HEK293 GC-B cells, cGMP TR-FRET, EC30 CNP; Atrial natriuretic peptide receptor 2 (Homo sapiens), P20594; 0% at EC30 CNP, 100% saturating CNP; activation, % at 10 µM; actives 0.11% (n = 370,000); AID 1920062, 2024;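 active = activation at 10 µM reaching about 35% in either raw or pattern-adjusted values, limit read from the data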
GC-A act: GC-A stimulated cGMP production enhancers – HEK293 GC-A cells, cGMP TR-FRET, EC30 ANP, primary screen; activation, % at 10 µM; Atrial natriuretic peptide receptor 1 (Homo sapiens), P16066; 0% at EC30 ANP, 100% saturating ANP; actives 0.14% (n = 370,000); in the data active = activation above about 40%
Target sequence (P16066 whole entry, looked up): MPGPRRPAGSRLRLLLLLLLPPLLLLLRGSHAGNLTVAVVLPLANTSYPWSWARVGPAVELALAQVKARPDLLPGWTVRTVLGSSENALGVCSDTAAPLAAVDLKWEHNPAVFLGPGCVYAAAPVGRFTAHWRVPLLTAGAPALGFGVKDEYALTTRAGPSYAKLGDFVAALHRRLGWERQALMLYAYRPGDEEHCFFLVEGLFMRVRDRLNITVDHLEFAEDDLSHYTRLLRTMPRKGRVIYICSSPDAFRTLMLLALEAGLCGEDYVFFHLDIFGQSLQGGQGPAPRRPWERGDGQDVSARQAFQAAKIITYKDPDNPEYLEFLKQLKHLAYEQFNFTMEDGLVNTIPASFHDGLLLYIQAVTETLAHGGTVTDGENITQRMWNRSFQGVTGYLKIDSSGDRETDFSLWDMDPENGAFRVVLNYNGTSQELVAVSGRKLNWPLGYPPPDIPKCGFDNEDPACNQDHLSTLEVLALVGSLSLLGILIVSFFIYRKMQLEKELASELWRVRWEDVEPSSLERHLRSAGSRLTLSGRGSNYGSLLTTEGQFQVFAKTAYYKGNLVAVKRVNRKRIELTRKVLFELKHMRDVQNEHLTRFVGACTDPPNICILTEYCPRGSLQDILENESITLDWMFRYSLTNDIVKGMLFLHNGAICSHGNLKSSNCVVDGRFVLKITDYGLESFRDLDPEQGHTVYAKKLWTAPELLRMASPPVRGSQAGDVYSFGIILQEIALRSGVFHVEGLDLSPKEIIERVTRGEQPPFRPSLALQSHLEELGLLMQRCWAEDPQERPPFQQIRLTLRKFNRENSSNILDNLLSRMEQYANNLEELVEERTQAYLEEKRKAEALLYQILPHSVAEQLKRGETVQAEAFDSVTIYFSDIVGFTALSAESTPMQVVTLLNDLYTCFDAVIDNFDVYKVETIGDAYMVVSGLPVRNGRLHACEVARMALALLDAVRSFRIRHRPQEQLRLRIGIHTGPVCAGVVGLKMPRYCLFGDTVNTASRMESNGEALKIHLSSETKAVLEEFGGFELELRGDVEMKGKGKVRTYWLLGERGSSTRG
TCR-CD3 inh: inhibitors of human TCR-CD3 interaction, primary screen, biochemical, fluorescence, TAMRA-labeled TCR probe. actives 0.37% (n = 360,000). inhibition, % at 9.4 µM. AID 651800, 2012. T-cell receptor (TCR); in the data active = inhibition above about 19%;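 note: recombinant mutant TCR 2C K166C tagged with TAMRA read by polarization; 0% = receptor in buffer alone and 100% = receptor with positive control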
SIAE primary: human SIAE inhibitors, primary screen, biochemical, fluorescence polarization, FP-Rh probe, 1536-well HTS; Sialate O-acetylesterase (Homo sapiens), Q9HAT2; SIAE FP-Rh probe binding; actives 0.69% (n = 370,000); inhibition, % at 9.66 µM; AID 1053197, 2014;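 active = inhibition above a cutoff: mean of compounds within the control limits plus 3 SD of those, cut at about 17% in these data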;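 note: 0% = plate median of compound wells and 100% = probe without SIAE protein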
UHRF1 MBD2 ctr: UHRF1 methylated DNA binding inhibitors, primary screen, counter-screen for MBD2 inhibitor project, biochemical, TR-FRET, human UHRF1, single concentration. UHRF1 binding to methylated oligo. inhibition, % at 4.4 µM. actives 0.75% (n = 370,000). AID 687016, 2013; in the data active = inhibition above about 21%;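 note: UHRF1 SRA domain binding a hemimethylated CpG hairpin DNA probe; 0% = median of test compound wells and 100% = reference inhibitor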
HTRA1 inhibitor: HTRA1 serine protease inhibitors, primary screen, biochemical, fluorescence polarization, HTS; AID 504803, 2011; recombinant HTRA1, FP-rhodamine activity-based probe; actives 0.5% (n = 340,000); inhibition, % at 5.96 µM; Q92743; in the data active = inhibition above about 36%;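 note: 0% = enzyme with DMSO and 100% = wells lacking enzyme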
MBD2 DNA inh: inhibitors of MBD2 binding to methylated DNA, primary screen, biochemical, TR-FRET, DNA-binding domain, human; actives 0.31% (n = 370,000); Methyl-CpG-binding domain protein 2 (Homo sapiens), Q9UBB5; MBD2 binding to methylated oligonucleotide; inhibition, % at 4.4 µM; in the data active = inhibition above about 13%
rCAG binder: binders of r(CAG) RNA repeats, primary screen, biochemical, fluorescence; r(CAG) RNA repeat, TO-PRO-1 dye displacement fluorescence; inhibition, % at 3 µM; actives 1.3% (n = 370,000);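 active = inhibition above the plate cutoff, the mean of all test compounds on that plate plus 3 SD, cut at about 35% in these data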;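 note: 0% = DMSO alone and 100% = 100 µM mitoxantrone as full dye displacement; higher means more dye released from RNA so lower well fluorescence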
mABHD4 FP: ABHD4 inhibitors, primary screen, biochemical, fluorescence polarization, mouse | (Lyso)-N-acylphosphatidylethanolamine lipase (Mus musculus), Q8VD66 | purified mABHD4, FP-Rh probe fluorescence polarization | inhibition, % at 8.92 µM | actives 0.54% (n = 370,000);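 active = inhibition exceeding the mean over every tested compound plus 3 SD, cut at about 30% in these data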;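 note: 0% = plate median of compound wells and 100% = S159A mutant with DMSO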
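Material: mouse ABHD4 enzyme, wild type; Benchmarks: S159A mutant high control, sample median low control; Buffer or medium: HEPES pH 7.0, NaCl, Pluronic buffer; Signal: fluorescence polarization; Read-out: percent inhibition of probe binding, normalized to plate controls; Timing: pre-incubation 45 min, probe exposure 60 min, at 25 °C; Dosing: 8.92 µM, single dose.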
PRMT1 FP inh: PRMT1 methyltransferase inhibitors, primary screen, biochemical, fluorescence polarization; recombinant PRMT1, activity-based probe fluorescence polarization; AID 652257, 2013; inhibition, % at 2.79 µM; actives 1.3% (n = 370,000);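 active = inhibition above about 21% made by adding two undisclosed values, limit read from the data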
Active calls of the source: *; . = not tested or not shown. Only part of the results is shown. The share of hits here may be higher or lower than overall.

SMILES	NPR2 activator	GC-A act	TCR-CD3 inh	SIAE primary	UHRF1 MBD2 ctr	HTRA1 inhibitor	MBD2 DNA inh	rCAG binder	mABHD4 FP	PRMT1 FP inh
COc1ccccc1CNC(=O)C1CC2Cn3c(nc4ccccc43)C2N1C (stereo not given)	8	4	0	-1	1	-4	-2	-2	4	1
NC1=NC(=O)C2(COC(c3cccnc3)OC2)S1 (stereo not given)	1	-3	-5	0	2	-1	2	3	-1	6
Cc1ccccc1-c1nnc(SCC(=O)c2c(N)n(C3CC3)c(=O)[nH]c2=O)o1	-2	0	8	6	2	7	-7	1	1	2
O=C(CSc1nnc(SCc2ccc(Cl)cc2)s1)N1CCOCC1	-3	-1	11	2	-1	1	-3	-7	-3	-2
COC(=O)C(N)Cc1ccc(O)c(O)c1 (stereo not given)	4	4	8	5	-5	4	2	3	20	20
CCOC(=O)c1csc(-c2sccc2Br)n1	-7	3	4	-2	2	-4	-1	0	-9	-5
CCCCN(CC)Cc1ccc(CNC(=S)Nc2ccc(C)cc2Cl)o1	-1	-2	7	5	0	-4	-4	-4	1	3
COC(=O)c1c(N)[nH]c(C(=O)c2ccccc2)c1-c1ccc(Br)cc1	-1	-6	5	0	-2	.	-12	4	2	-2
COc1ccc2cc(C(=O)O)n(CC(=O)c3ccccc3)c2c1	-1	0	-2	-2	3	0	3	4	3	3
CCCN(CCC)CC(O)COc1ccc2c(c1)OCO2 (stereo not given)	1	2	-5	2	0	0	-2	-1	0	4
Cc1cccc(/N=C/c2c(O)n(Cc3ccc4c(c3)OCO4)c(=O)c3ccccc23)n1	8	4	-8	6	1	6	-3	-1	7	1
Cc1ccc(S(=O)(=O)CC(=O)N2CCCC2)cc1	5	4	-4	3	1	11	5	-2	1	-1
O=C(CSc1nc2ccc(Cl)cc2[nH]1)NCc1ccco1	-7	-4	9	0	-2	3	0	2	3	3
CC(C)c1ccc(NC(=O)CCNC(=O)Cn2ccc3ccccc3c2=O)cc1	-4	-3	5	-11	-1	-6	-1	-1	-1	-9
COc1ccc(CC(=O)OCC(=O)NCCNC(=O)COC(=O)Cc2ccc(OC)cc2)cc1	-4	-2	-2	3	0	-1	3	-6	2	-1
CCOc1ccccc1NC(=O)c1ccc(Cl)c(NC(=O)CC(c2ccccc2)c2ccccc2)c1	5	5	4	-20	2	-35	3	8	-23	-2
CCCCC1SC(N)=NC1=O (stereo not given)	2	4	0	-3	6	-3	3	1	-1	3
CCN(CC)Cc1cc2ccccc2c2c1COC2	0	2	-6	2	1	4	-5	-3	-1	-1
O=C(c1cc2ccccc2oc1=O)N(Cc1ccco1)Cc1cccs1	-1	-1	1	9	-2	-6	0	-2	-2	-3
NC(=S)Nc1cnc2ccccc2c1	1	5	-4	0	2	2	2	6	5	2
CC(=O)NCCc1ccc(S(=O)(=O)N2CCOCC2)cc1	3	2	-7	5	1	-4	0	-2	3	2
COc1ccc2[nH]c3c(=S)nc[nH]c3c2c1	1	9	-4	-1	-10	0	-6	2	4	5
Cc1cc(C)cc(NC(=S)NCCN(C2CCCCC2)C2CCCC2)c1	-3	-1	9	1	-1	4	-5	-2	2	-1
Cn1nc(C(F)(F)F)c(-c2ccc(F)cc2)c1NC(=O)CSCC(=O)O	0	4	2	-2	3	1	9	-1	3	7
CN(CC(=O)Nc1ccc(Cl)c(C(F)(F)F)c1)C(=O)c1ccc2c(c1)OCCO2	-2	1	1	-9	0	-16	-3	2	-7	-1
CC1(Cc2ccc(F)cc2)C(=O)Nc2c(Cl)cccc21 (stereo not given)	4	-1	-4	-4	1	.	0	2	-1	-2
OCC[C@@H]1C[C@H](O)[C@@H](O)[C@]2(OCc3ccc(CO)cc32)O1	-4	-4	-3	2	-1	.	-7	1	7	0
C=CCNc1nc(C(=O)OCC(=O)c2ccc(OC)cc2OC)cs1	-1	-1	2	5	-2	-7	2	-3	-1	0
COc1ccc(-c2cc(C(=O)NCCc3ccccc3)no2)cc1OC	1	0	-7	9	4	-3	1	2	-10	-3
CC1CC(=O)Nc2ccccc2N1S(=O)(=O)c1cccc(F)c1 (stereo not given)	1	3	5	-4	3	.	2	3	0	-2
Cc1ccc(C(=O)Nc2cc(Cl)ccc2-n2cncn2)o1	-4	-1	8	-1	-2	2	2	-3	2	0
CCCCn1nnnc1C1(C)CCC(=O)N1CC1CCCCC1 (stereo not given)	0	1	2	-7	1	.	0	-1	9	-2
COc1ccccc1/C=C/C(=O)OCCN1C(=O)c2ccccc2C1=O	0	-3	-8	3	-2	-20	-5	-2	-5	-4
O=C(O)c1cccc2c1C(=O)c1ccc(N3CCCC3)cc1S2(=O)=O	1	2	1	-11	-10	-3	-12	-40	-13	27*
Clc1ccc([C@H]2OC[C@@]3(CNC4CCCCC4)CS[C@H](c4ccc(Cl)cc4)N23)cc1	-4	-22	.	-3	-1	.	1	3	-3	4
CC1CCN(S(=O)(=O)N2CCC(C(=O)NCCN3CCOCC3)CC2)CC1	-2	1	-2	-13	0	2	4	-5	3	3
CC1CCc2nc3ccc(S(=O)(=O)N4CCC(C(=O)NC5CCCC5)CC4)cc3c(C(=O)O)c2C1 (stereo not given)	-2	-1	3	-7	0	3	1	27	7	2
CCOC(=O)c1cccc(NC(=O)CCc2nc(-c3ccccc3F)no2)c1	4	-3	-2	-8	0	-22	-4	0	-14	1
CCCCN(C)/C=N/c1c(C#N)cnn1-c1ccc(C)cc1	9	8	3	2	-3	-6	-1	-8	-1	-2
Cc1[nH]n(CCC#N)c(=O)c1CC(=O)N1CCN(c2ccccc2)CC1	5	2	3	6	0	-4	-4	11	5	4
COC(=O)c1cc(OC)c(OCc2cc(C(=O)OC)oc2C)c(OC)c1	0	-2	5	8	0	-2	3	-5	7	-1
Cc1nn2c3ccccc3n(CCN3CCCCC3)c2nc1=O	6	2	-1	5	0	-3	8	-2	1	-1
CCCCOc1cccc(NC(=O)CSc2nncn2C)c1	-5	3	8	5	5	0	7	-2	-11	2
NS(=O)(=O)c1ccc(NC(=O)COC(=O)CCc2ccc(S(=O)(=O)N3CCOCC3)cc2)cc1	0	6	3	5	-3	5	-2	7	-2	-2
COc1ccc(C2=NN(C(=O)c3cccs3)C(c3ccccc3O)C2)cc1 (stereo not given)	-15	-9	-5	-8	1	-18	7	12	-13	0
CC1(C)Cc2c(cnn2-c2ccc(F)cc2)C(NC(=O)C2CCC2)C1 (stereo not given)	0	-3	2	10	1	-5	6	-8	-4	0
O=C1N=c2ccccc2=C1c1sc(NS(=O)(=O)Cc2ccccc2)nc1O	0	1	-4	-4	1	-1	-3	34	24	2
COc1ccccc1-c1cc(NC(C)=O)c2ncc(-c3cccc(C(F)(F)F)c3)n2c1	34	1	2	-2	-4	.	-6	5	3	2
CC1CN(CN2C(=O)c3ccccc3C2=O)CC(C)O1 (stereo not given)	4	0	6	10	7	-1	6	-2	2	0
COC(=O)c1sc(N/N=C/c2ccc(C(C)C)cc2)nc1C	-6	-10	6	23*	2	8	-2	2	4	-2
CCOC(=O)C1CCN(C(=O)Nc2c(-c3ccccc3)noc2C)CC1	1	-2	7	1	-1	3	-1	-6	2	-7
Cc1cccc(NC(=O)Cn2c(O)c(N=NC(N)=S)c3ccccc32)c1	-19	-33	-1	-4	-1	-21	-4	32	-6	-4
CCOc1ccc(CCNC(=O)C(C)n2nc(C)c3c(C)n(-c4ccccc4)nc3c2=O)cc1 (stereo not given)	-2	-3	-3	0	0	0	0	-8	2	1
Cc1ccc(S(=O)(=O)NC2=NCN(C(C)C)CN2)cc1	4	-1	-4	-3	4	2	2	0	-7	-3
CCS(=O)(=O)N1CCC(NC(=O)c2cc(OC)cc(OC)c2)CC1	2	-2	-1	-1	-2	0	-3	-3	0	0
CCCc1nc2c(s1)CCc1onc(-c3cccc([N+](=O)[O-])c3)c1-2	-11	-3	0	2	-6	-4	2	4	-5	-3
Cc1nc(=S)c2ccccc2[nH]1	-1	3	1	6	-1	6	-2	2	1	-1
COc1ccc(S(=O)(=O)N2CCCCC2)cc1NC(=O)C1CC1(Cl)Cl (stereo not given)	2	1	-3	-3	-3	-1	1	7	-1	1
O=C1N[C@@H](Cc2ccccc2)COC(=O)[C@H](Cc2ccc(F)cc2)C/C=C\C[C@@H]1CC(=O)N(CCO)Cc1ccccc1	-3	-3	0	-3	-1	-19	-1	0	-8	-2
COc1cc(CNC2CCC(C)C2)cc(OC)c1 (stereo not given)	-18	-16	6	-1	0	1	-6	2	9	1

Remaining list, next part:
SMILES	NPR2 activator	GC-A act	TCR-CD3 inh	SIAE primary	UHRF1 MBD2 ctr	HTRA1 inhibitor	MBD2 DNA inh	rCAG binder	mABHD4 FP	PRMT1 FP inh
c1cnc2ccc(C(c3nnnn3C3CCCC3)N3CCSCC3)cc2c1 (stereo not given)	-4	-4	-8	-3	1	-8	-3	2	-3	2
O=c1[nH]c(/C=C/c2ccccc2F)nc2ccccc12	-13	-8	-13	-6	1	2	5	2	-8	3
Cc1cccc(N2CC(C(=O)Nc3nccs3)CC2=O)c1C (stereo not given)	0	4	-11	0	1	1	4	-3	-5	1
COc1cc2c(cc1NC(=O)CCC(=O)O)oc1ccccc12	-6	0	-3	-5	2	-3	-1	11	-1	0
CC(=O)Oc1ccc(/C=N/NC(=O)c2ccc(N(C)S(=O)(=O)c3ccccc3)cc2)cc1	0	-5	-1	2	1	-2	4	3	-8	2
O=C(COC(=O)Cn1nnc2ccccc21)Nc1ccccc1Br	5	0	10	-4	1	7	1	2	8	0
CN(C(=O)COC(=O)c1cc(S(=O)(=O)N2CCOCC2)ccc1F)C1CCS(=O)(=O)C1 (stereo not given)	-2	2	-1	-5	0	3	4	-1	3	0
CC(C)N1CCN(c2ccc(OC[C@H]3CO[C@](Cn4cncn4)(c4ccc(Cl)cc4Cl)O3)cc2)CC1	0	1	5	1	-1	5	1	0	5	-2
Cc1c(CC(=O)NCCCC(=O)O)c(=O)oc2cc3c(cc12)CCC(C)(C)O3	-1	3	3	-1	-1	8	-4	-1	3	-1
c1ccc(-c2nnc3sc(-c4csc5c4CCCC5)nn23)cc1	9	-2	2	-20	0	-57	1	7	-6	3
Cc1ccc(S(=O)(=O)N(C)c2ccc(OCC(=O)NCC3(N(C)C)CCCCC3)cc2)cc1	-7	-2	-7	2	0	0	5	-7	2	4

Complete entries from above. Order of values: NPR2 activator | GC-A act | TCR-CD3 inh | SIAE primary | UHRF1 MBD2 ctr | HTRA1 inhibitor | MBD2 DNA inh | rCAG binder | mABHD4 FP | PRMT1 FP inh
Shown for Cc1ccc(S(=O)(=O)N(C)c2ccc(OCC(=O)NCC3(N(C)C)CCCCC3)cc2)cc1 : -7 | -2 | -7 | 2 | 0 | 0 | 5 | -7 | 2 | 4
Shown for CC(C)N1CCN(c2ccc(OC[C@H]3CO[C@](Cn4cncn4)(c4ccc(Cl)cc4Cl)O3)cc2)CC1 : 0 | 1 | 5 | 1 | -1 | 5 | 1 | 0 | 5 | -2
Shown for CN(C(=O)COC(=O)c1cc(S(=O)(=O)N2CCOCC2)ccc1F)C1CCS(=O)(=O)C1 (stereo not given) : -2 | 2 | -1 | -5 | 0 | 3 | 4 | -1 | 3 | 0

High-throughput results from PubChem.
